Assay outcomes as filed in PubChem.
TGFb SMAD3 inh: TGF-b pathway inhibition | HepG2 CAGA-GFP TGF-b/SMAD3 reporter, GFP fluorescence, 18 h; TGF-beta stimulated, 500 pg/mL final | Potency, µM (doses to about 46.1 µM), without a hit: at the highest dose activity, negative = inhibition, hits mostly inhibitors | 410,000 compounds, 1.2% hits; further: potency means the concentration at half of the fitted maximal effect; on the % scale 0 is the no-effect control and ±100 the full control effect; nearly all actives have a fitted effect of over 65% in size
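HEPG2 CAGA-GFP reporter cells (1000/well, DMEM with 1% FBS) received compounds, then recombinant TGF-beta at 500 pg/mL final for 18 hours at 37 degrees C. Per-cell GFP summed per well was normalised to unstimulated and stimulated DMSO controls before curve fitting.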
HepG2 tox: HepG2 cytotoxicity, counter-screen for TGF-b inhibitors; HepG2 CAGA-GFP viability, ATP luminescence, 18 h; Potency, µM (doses to about 46.1 µM), for inactives: at the highest dose activity change, negative = cytotoxicity, hits mostly cytotoxic; 410,000 compounds, 0.76% hits; AID 588856; further: potency means the concentration at half of the fitted maximal effect; some results filed as inactive show a strong effect at the top dose
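HepG2 CAGA-GFP cells (1000/well, DMEM with 1% FBS) received compound, then TGF-beta at 500 pg/mL final, and were incubated 18 hours at 37 degrees C. Viability was read by CellTiter-Glo luminescence. Media-only wells were set as complete cell-killing and DMSO as no toxicity.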
Nrf2 ARE act: activators of Nrf2 (ARE) signaling; 410,000 compounds, 0.31% hits; AREc32 ARE-luciferase reporter (MCF7-derived line), luminescence, 24 h; Potency, µM (series often up to 46.1 µM), without a hit: top-dose activation, most hits filed as activators; further: potency means the concentration at half of the fitted maximal effect; % of control where 0% means no effect; nearly all actives have a fitted effect of over 65% in size
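AREc32 cells carrying an ARE-driven firefly luciferase, 1000 cells/well in OPTI-MEM with 5% FBS, dosed after overnight attachment and incubated 24 hr at 37 deg C. Steady-Glo luminescence read after 30 min at RT.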
CCT modulator: changes cytosolic chaperonin activity | purified chaperonin ATPase assay, HTRF ADP detection, 30 min | activity change, % (no concentration beside the values), hits read low | 360,000 compounds, 0.3% hits | AID 651819; in the data active means activity change below about -30%; further: on the % scale 0 is the no-effect control and ±100 the full control effect
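ATPase activity: ADP formed was measured by HTRF Transcreener (665/615 nm ratio) after 30 min at 37 deg C with 10 uM ATP. Compounds screened at one 76 uM concentration against 40 or 20 nM TRiC in Tris pH 7.4/KCl/MgCl2/DTT buffer.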
Nrf2 block: blocks Nrf2 signaling | A549 ARE-Fluc reporter, luciferase luminescence, 18-24 h | Potency, µM (top dose mostly 46 µM), for the others: top-dose activity change, negative = inhibition, usual class: inhibitors | 360,000 compounds, 2.1% hits | AID 504444; further: potency means the concentration at half of the fitted maximal effect; on the % scale 0 is the no-effect control and ±100 the full control effect; nearly all actives have a fitted effect of over 60% in size
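Concentration-response testing used A549 ARE_Fluc cells at 5000 cells/well. Following an 18-24 h compound incubation, viability was read by fluorescence (Ex 405/Em 525) and luciferase output by luminescence.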
A549 viability: A549 cytotoxicity, counter-screen for Nrf2 inhibitors; A549 ARE-Fluc cells, CellTiter-Fluor viability, 18-24 h; Potency, µM (titrated, usually from 46 µM), for inactives: at the highest dose activity change, negative = cytotoxicity, hits mostly inhibitors; 390,000 compounds, 0.16% hits; AID 504648; further: potency means the concentration at half of the fitted maximal effect; on the % scale 0 is the no-effect control and ±100 the full control effect
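Cytotoxicity counterscreen: CellTiter-Fluor fluorescence was measured in A549 ARE_Fluc cells after 18-24 h of compound exposure in a concentration series. The subsequent BugLite luminescent read reports ARE-luciferase activity.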
Mm-Cpn inhibitor: blocks the Methanococcus maripaludis chaperonin Mm-Cpn. purified Mm-Cpn ATPase, ADP Transcreener TR-FRET. Potency, µM (top dose mostly 76.9 µM), for inactives: top-dose activity, negative = inhibition, usual class: inhibitors. 330,000 compounds, 0.031% hits; further: potency means the concentration at half of the fitted maximal effect; on the % scale 0 is the no-effect control and ±100 the full control effect; nearly all actives have a fitted effect of over 80% in size
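Quantitative HTS used 25 nM Mm-CPN and 10 uM ATP in magnesium/KCl Tris buffer, pH 7.4, with 1 mM DTT. Hydrolysis ran 30 min at 37°C; ADP was read by HTRF.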
S2 tox: reduces viability in counter-screen for ATXN expression inhibitors; S2 cells (HEK-293 line with an ATXN2-luciferase reporter) viability, CellTiter-Fluor protease fluorescence, 24 h; Potency, µM (titrated, usually from 56.7 µM), most hits filed as cytotoxic; 400,000 compounds, 0.49% hits; AID 651635; further: potency means the concentration at half of the fitted maximal effect; nearly all actives have a fitted effect of over 40% in size
Akt phos inh: inhibitors of Akt phosphorylation | activity change, % for hits at 50 µM | 360,000 compounds, 0.32% hits | AID 651550 | Neuro2A IGF-stimulated pAkt S473 HTRF, 20 min; active compounds read low; in the data active means activity change below about -80%; inconclusive means mostly about -51% to -80%; further: on the % scale 0 is the no-effect control and ±100 the full control effect
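Single-point screen (50 µM final compound) in Neuro2A cells stimulated 20 min with 6 nM IGF at 37 deg C. After lysis, Ser473-phosphorylated Akt read by HTRF (ex 330 nm, em 615/665 nm) as the 665/615 ratio.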
An asterisk follows results filed as active; i = inactive; ? = inconclusive; / = no result given. Unless noted, the call rests on the fitted dose curve; in most records, active means well fitted curve in the direction sought with a large enough effect; inconclusive means small, poorly fitted or top-dose-only effect, or another doubt; inactive means no such curve, though single readings can be large; an effect the other way counts as inactive or inconclusive. The order is random (roughly 4.4% active in at least one column).

compound	TGFb SMAD3 inh	CCT modulator	Akt phos inh	Mm-Cpn inhibitor	Nrf2 block	S2 tox	Nrf2 ARE act	HepG2 tox	A549 viability
CC(NC(=O)C1CCCC1)c1ccc(Br)cc1 (stereo unspecified)	0.1%	-3.1	i	-2.5%	25.9µM*	i	2.6%	-38.8%	17.4%
Cc1nn2c(=O)cc(COC(=O)c3ccc(F)cc3)nc2s1	?	/	/	/	?	i	8.8%	15.4%	-0.5%
COc1ccc(CNC(=O)c2ccc(CS(=O)Cc3cccc(Cl)c3)o2)cc1 (stereo unspecified)	-0.6%	-22.1	i	1.5%	-20.8%	i	-0.7%	-7.6%	-4.1%
CC(C)CCNC(=O)c1c(CSc2ccc(Cl)cc2)noc1C(=O)NCc1ccccc1	0.2%	0.1	i	/	17.6%	i	0.5%	-9.5%	5.7%
Cc1cccc(NC(=O)c2c(NC(=O)c3ccco3)sc3c2CCC(C(C)(C)C)C3)c1 (stereo unspecified)	2.1%	/	/	/	6.0%	i	-0.7%	-18.6%	-0.6%
O=S(=O)(c1ccc(S(=O)(=O)N(Cc2ccc(F)cc2)C2CCCC2)cc1)N1CCCC1	14.7%	0.0	i	-1.2%	2.4%	i	0.1%	13.1%	14.8%
O=C(NN1CCOCC1)c1ccc(Br)s1	0.1%	-0.8	i	0.2%	-17.4%	?	0.2%	4.7%	-4.1%
CC(=O)Nc1ccc(OCCOc2ccc(/C=C3/C(=N)N4C=CSC4=NC3=O)cc2)cc1	1.3%	1.1	i	0.5%	16.0%	i	0.1%	4.8%	-4.0%
CCCN(CC(=O)Nc1ccccc1C)C(=O)c1ccc(N2CCCC2=O)cc1	-1.6%	0.1	i	1.2%	-9.0%	/	-0.9%	-10.8%	-3.1%
CCCN(CCC)S(=O)(=O)c1ccc2c(c1)CCCN2C(C)=O	-14.3%	1.2	i	2.0%	-7.9%	i	-0.2%	-9.3%	8.3%

compound	TGFb SMAD3 inh	CCT modulator	Akt phos inh	Mm-Cpn inhibitor	Nrf2 block	S2 tox	Nrf2 ARE act	HepG2 tox	A549 viability
O=C(NC(=S)Nc1ncc(Br)cc1Br)c1cncc(Br)c1	-29.6%	-0.7	i	/	?	i	1.6%	-16.6%	-2.9%
CCCN1C(=O)CN(C2CCCCCC2)C(=O)C1c1ccc(OCC)c(OC)c1 (stereo unspecified)	1.0%	/	/	/	/	/	5.9%	-1.9%	5.0%
COc1ccc([C@H]2CC(=O)C=C(c3cccc4c3Oc3ccccc3S4)C2)cc1OC	-13.2%	-0.5	i	-16.6%	?	?	4.3%	-19.2%	-8.3%
COc1ccccc1CNC(=O)N1CCN(S(=O)(=O)c2ccc(C)cc2)CC1	0.0%	-1.1	i	-1.0%	-25.0%	i	-0.6%	-7.5%	1.4%
Cc1c(C(=O)N2CCCCC2)sc(NC(=O)c2ccco2)c1C#N	3.4%	-2.4	i	-4.2%	14.6%	i	0.1%	14.5%	-3.0%
CCOC(=O)c1cc(C)sc1NC(=O)CSc1nccn1C	2.8%	-0.4	i	-0.9%	-11.7%	i	0.1%	-19.8%	-7.4%
CCOCCCNC(=O)C(c1ccc(Cl)cc1)N(Cc1ccc2c(c1)OCO2)C(=O)CNC(C)=O (stereo unspecified)	12.6%	0.1	i	1.9%	-6.3%	i	0.3%	1.8%	-4.0%
CCN(CC)C(=O)c1sc2c(c1C)c(=O)n(-c1ccccc1)c(=O)n2Cc1cc(=O)n2ccccc2n1	-6.6%	/	/	/	/	i	-0.4%	3.1%	2.2%
CCOc1ccc(NC(=O)Cn2c(=O)c(CNc3ccc(CC)cc3)cc3cc4c(cc32)OCO4)cc1	2.4%	/	/	/	?	i	0.0%	1.4%	3.9%
O=C(Nc1cccnc1Cl)c1ccc(Cl)cc1	0.5%	-4.4	i	-0.3%	?	i	0.2%	0.4%	3.6%

compound	TGFb SMAD3 inh	CCT modulator	Akt phos inh	Mm-Cpn inhibitor	Nrf2 block	S2 tox	Nrf2 ARE act	HepG2 tox	A549 viability
CCC(=O)N1CCc2cc(S(=O)(=O)N3CCc4ccccc43)ccc21	-12.2%	3.6	i	-1.6%	?	i	0.6%	4.9%	2.3%
Cc1ccc(NC(=O)CSc2ncccn2)cc1S(=O)(=O)N1CCCCC1	-12.9%	3.7	i	-16.2%	-10.6%	i	0.4%	-1.3%	-9.0%
COc1cc2c(cc1OC)C(c1ccccc1C)CC(=O)N2 (stereo unspecified)	-9.1%	-0.9	i	0.9%	-6.5%	?	3.3%	-25.9%	0.8%
O=c1c2c(O)cc(O)cc2oc2c(O)ccc(O[C@H]3O[C@@H](CO)[C@H](O)[C@@H](O)[C@@H]3O)c12	-3.9%	-0.4	i	-1.2%	6.0%	i	5.4%	-13.1%	-2.9%
COc1cc(/C=C/C(=O)NNc2c(F)c(F)cc(F)c2F)ccc1OC(F)F	0.1%	0.7	i	-0.9%	-25.2%	?	0.2%	-1.9%	-8.2%
Cc1cccc(C(=O)n2nc(-c3cccnc3)nc2NCc2ccc(F)cc2)c1	?	/	/	/	-3.8%	i	-0.8%	-41.6%	6.8%
O=C(COC(=O)c1ccccc1SCC(=O)N1CCCC1)Nc1ccccc1OC(F)F	0.0%	0.3	i	-1.4%	3.4%	i	0.7%	1.9%	0.9%
CCCCn1c(N)c(N(CCC(C)C)C(=O)c2cc(S(=O)(=O)N3CCOCC3)ccc2F)c(=O)[nH]c1=O	?	-0.9	i	0.2%	-15.2%	i	0.4%	-13.1%	-0.8%
Cc1ccccc1Cn1c(COc2ccc(Cl)cc2)nc2ccccc21	-30.6%	/	/	/	2.7%	i	4.6%	-3.7%	-0.9%
CN1CCN(C2CN(Cc3cn(Cc4ccccc4C(F)(F)F)nn3)S(=O)(=O)C2)CC1 (stereo unspecified)	8.0%	3.4	i	/	/	i	-0.2%	-5.1%	/

compound	TGFb SMAD3 inh	CCT modulator	Akt phos inh	Mm-Cpn inhibitor	Nrf2 block	S2 tox	Nrf2 ARE act	HepG2 tox	A549 viability
O=C(NNS(=O)(=O)c1ccc(C(F)(F)F)cc1)c1cnn(-c2ccccc2)c1C(F)(F)F	-17.5%	0.8	i	3.9%	-24.0%	i	-0.3%	-14.9%	-9.1%
CC(=O)N1CCN(c2ccc(S(=O)(=O)N3CCCCC3)cn2)CC1	-7.7%	-2.3	i	-0.5%	-23.0%	i	2.2%	-11.9%	-20.4%
Cc1nn(C)c(C)c1NC(=O)CSc1nc(-c2ccccc2Cl)nc2c1cnn2-c1ccccc1	-2.0%	-2.5	i	-4.5%	0.5%	i	-0.3%	-15.2%	-5.9%
Cc1ccc(C)c(S(=O)(=O)Nc2ccc(C(=O)N3CCC3)cc2)c1	0.0%	-0.8	i	1.3%	?	i	-0.5%	-21.5%	-4.3%
C[C@H]1CN([C@@H](C)CO)C(=O)CCCn2nncc2CO[C@H]1CN(C)C(=O)Nc1ccc2c(c1)OCO2	-17.0%	1.4	i	/	/	i	0.7%	-16.0%	/
Cc1ccc(COC(=O)c2[nH]c3c(c2C)C(=O)CC(c2ccc(Cl)cc2)C3)cc1 (stereo unspecified)	15.4%	/	/	/	1.6%	i	-0.4%	-2.4%	0.4%
O=C1[C@@H]2Cc3c([nH]c4ccccc34)CN2C(=O)CN1CCCCCO	-5.9%	-0.9	i	-1.1%	-14.4%	i	-0.1%	6.3%	4.9%
CCOC(=O)C1=C(CS(=O)(=O)c2ccc(C(C)(C)C)cc2)NC(=O)NC1c1cccc(OC)c1 (stereo unspecified)	?	/	/	/	-25.4%	i	0.6%	-53.1%	-13.2%
COc1ccc(CNC(=O)CC[C@H]2O[C@@H](n3cc(C)c(=O)[nH]c3=O)C[C@@H]2O)cc1	-19.8%	-1.4	i	/	/	i	-0.6%	-8.4%	/
CCOc1ccc(C2C(C(=O)c3ccc(C)o3)=C(O)C(=O)N2c2nc(C)c(C(=O)OC)s2)cc1 (stereo unspecified)	2.9%	0.9	i	-3.1%	?	i	9.1%	-16.1%	-8.0%

compound	TGFb SMAD3 inh	CCT modulator	Akt phos inh	Mm-Cpn inhibitor	Nrf2 block	S2 tox	Nrf2 ARE act	HepG2 tox	A549 viability
CCCN1C(=S)SC(C)(C)C1/[N+]([O-])=C/c1cccnc1 (stereo unspecified)	0.0%	-0.1	i	0.7%	-16.7%	i	0.2%	-35.4%	2.1%
CCn1c(CNC(=O)c2ccco2)nnc1SCC(=O)Nc1cc(C)c(C)cc1Br	-1.1%	0.5	i	-1.6%	-3.9%	i	-0.3%	-18.6%	0.0%
C=C(C)c1cccc(C(C)(C)NC(=O)N2CCN(C(=O)OCC)CC2)c1	-1.8%	1.1	i	/	/	i	-1.6%	0.1%	/
Cc1ccc(CN2CCCC(CO)(Cc3ccccc3C)C2)s1 (stereo unspecified)	?	1.8	i	0.1%	?	i	5.4%	-51.1%	3.8%
CN(CC(=O)Nc1cccc(F)c1)C(=O)c1cc(=O)[nH]c2ccccc12	2.3%	0.4	i	-3.8%	-13.0%	i	0.1%	-16.2%	0.8%
CCOC(=O)/C(=C\c1ccccc1)NC(=O)c1ccccc1	12.6%	-0.8	i	-4.6%	11.2%	i	1.3%	107.0%	0.0%
COc1ccc(OC)c(NC(=O)CSc2nnc(CCCO)n2-c2ccccc2)c1	-17.4%	-2.8	i	-2.4%	-5.8%	i	0.0%	-2.3%	16.0%
CCOCCCn1c(=N)c(C(=O)NC2CCCC2)cc2c(=O)n3cc(C)ccc3nc21	-5.7%	/	/	/	-1.8%	/	0.0%	-1.5%	12.9%
O=[N+]([O-])c1ccc(Nc2nccc(Cl)n2)cc1	3.6%	-1.0	i	/	-6.5%	i	6.2%	44.4%	-1.2%
Nn1cnc2c([nH]c3ccccc32)c1=O	-6.3%	-2.4	i	1.8%	6.0%	i	2.7%	-9.1%	-2.7%
